LmPK inhibitor: inhibitors of Leishmania mexicana pyruvate kinase; Q27686; purified LmPK, Kinase-Glo ATP luminescence, 1 h; Potency, µM (doses to about 57.5 µM), for inactives: top-dose activity change, negative = inhibition, actives largely listed as inhibitors; 290,000 compounds, 0.37% hits; note: potency is the fitted concentration of half-maximal effect
Target sequence (Q27686 whole entry, looked up): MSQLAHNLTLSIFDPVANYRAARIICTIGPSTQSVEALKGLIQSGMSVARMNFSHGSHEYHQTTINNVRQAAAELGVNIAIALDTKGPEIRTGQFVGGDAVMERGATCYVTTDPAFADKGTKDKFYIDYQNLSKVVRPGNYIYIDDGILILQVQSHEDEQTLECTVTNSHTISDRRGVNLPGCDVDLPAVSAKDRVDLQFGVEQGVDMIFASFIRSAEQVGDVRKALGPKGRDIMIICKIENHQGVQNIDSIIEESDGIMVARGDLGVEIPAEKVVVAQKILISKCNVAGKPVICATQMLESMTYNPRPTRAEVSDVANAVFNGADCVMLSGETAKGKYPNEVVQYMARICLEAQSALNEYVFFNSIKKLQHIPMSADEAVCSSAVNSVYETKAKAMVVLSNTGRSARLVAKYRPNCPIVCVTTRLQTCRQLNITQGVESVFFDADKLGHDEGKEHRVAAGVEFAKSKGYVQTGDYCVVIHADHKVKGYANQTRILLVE
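In 50 mM imidazole pH 7.2 with 7 mM MgCl2, LmPK (0.1 nM) turned over PEP (0.5 mM) and ADP (0.1 mM) for 1 h at room temperature. Luciferase read-out of ATP.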
Sm TGR block: blocks Schistosoma mansoni thioredoxin glutathione reductase; Q962Y6; purified TGR, DTNB reduction, TNB absorbance 405 nm; Potency, µM (doses to about 114 µM), inactives show top-dose activity change, negative = inhibition, most hits filed as inhibitors; 360,000 compounds, 3% hits; AID 485364; note: potency is the fitted concentration of half-maximal effect; nearly all actives have a fitted effect of over 60% in size
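TGR 20 nM + NADPH 100 uM (dispensed conc.), cpd preinc 15 min RT; start with NADPH (500 uM addition) then DTNB (15 mM addition). Kinetic TNB absorbance, 405 nm filter. Four-parameter Hill fit across titration.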
AmpC inh detg: inhibitors of E. coli AmpC beta-lactamase with detergent | P00811 | AmpC hydrolysis of nitrocefin, absorbance 480 nm, 0.01% Triton | Potency, µM (highest dose often 114 µM), without a hit: at the top dose activity change, negative = inhibition, actives largely listed as inhibitors | 370,000 compounds, 0.041% hits | AID 485294;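 note: potency is the fitted concentration of half-maximal effect; 0% = no-compound wells and -100% = no-enzyme wells; nearly all actives have a fitted effect of over 25% in size; some results filed as inactive show a strong effect at the top dose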
Target sequence (P00811 whole entry, looked up): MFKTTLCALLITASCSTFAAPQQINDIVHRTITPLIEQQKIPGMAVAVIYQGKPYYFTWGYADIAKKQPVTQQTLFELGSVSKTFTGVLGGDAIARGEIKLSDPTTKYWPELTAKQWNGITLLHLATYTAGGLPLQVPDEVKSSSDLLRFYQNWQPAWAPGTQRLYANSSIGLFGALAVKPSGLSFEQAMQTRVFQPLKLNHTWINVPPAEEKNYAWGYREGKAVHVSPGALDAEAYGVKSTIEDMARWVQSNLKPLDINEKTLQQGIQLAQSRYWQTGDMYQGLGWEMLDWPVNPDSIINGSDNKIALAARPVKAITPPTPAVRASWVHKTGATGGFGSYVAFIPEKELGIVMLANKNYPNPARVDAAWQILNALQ
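20 mM phosphate pH 7.0 + 0.01% (detergent screen) or 0.0001% Triton X-100; 5.3 nM AmpC reagent; cpd preinc 15 min RT; nitrocefin (800 uM stock) to start; A480 q20 s × 4 min; Activity was normalised to no-enzyme and no-compound control wells.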
AmpC no deterg: blocks E. coli AmpC beta-lactamase in detergent-free assay | 330,000 compounds, 0.52% hits | AmpC nitrocefin hydrolysis, absorbance 480 nm, 0.0001% Triton | Potency, µM (doses to about 57.1 µM), without a hit: top-dose activity change, negative = inhibition, hits mostly inhibitors | P00811;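 note: potency is the fitted concentration of half-maximal effect; plate controls were no compound for no effect and no enzyme for full effect; nearly all actives have a fitted effect of over 20% in size; some results filed as inactive show a strong effect at the top dose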
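AmpC (5.3 nM in the dispensed reagent) in 20 mM phosphate pH 7.0 with 0.01% (detergent screen) or 0.0001% Triton X-100 was preincubated with compounds for 15 min at room temperature. Nitrocefin was then added from an 800 uM solution, and hydrolysis was followed at 480 nm.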
TbPYK inhibitor: inhibitors of Trypanosoma brucei pyruvate kinase; Q57TT1; TbPYK enzyme, Kinase-Glo Plus ATP luminescence, 45 min; Potency, µM (doses to about 76.8 µM), inactives show at the top dose activity, negative = inhibition, usual class: inhibitors; 410,000 compounds, 0.12% hits; AID 624173; note: potency is the fitted concentration of half-maximal effect; nearly all actives have a fitted effect of over 50% in size
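ADP (130 uM final) triggers the TbPYK reaction after compound addition; incubation is 45 min at room temperature. Kinase-Glo Plus is then added and luminescence imaged. Normalized data are fitted to concentration-effect curves.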
HCMV antiviral: blocks human cytomegalovirus replication; activity change, negative = inhibition, % at 57.5 µM; 410,000 compounds, 4.5% hits; HFF cells, HCMV-luciferase reporter, 72 h; hits give low values; in the data active = activity change below about -60%; inconclusive = no clear call, values can overlap the other calls; inactive = above about -39%
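HFF cells seeded 16 h at 37C, treated with compounds, infected with luciferase-reporter HCMV at MOI 1 PFU/cell; luciferase read at 72 h post infection, normalized to buffer-only and Salinomycin controls.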
AMA1 RON2 block: disrupts binding of P. falciparum AMA1 to RON2; AlphaScreen AMA1-biotinylated RON2 peptide binding; Potency, µM (titrated, usually from 58.2 µM), inactives show top-dose activity change, negative = inhibition, actives largely listed as inhibitors; 360,000 compounds, 0.2% hits; AID 720542;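 note: potency is the fitted concentration of half-maximal effect; 0% = vehicle wells and -100% = peptide control; nearly all actives have a fitted effect of over 45% in size; some results filed as inactive show a strong effect at the top dose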
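AMA1 (3D7) with his tag at 25 nM final met compounds first, then biotinylated RON2 peptide at 25 nM; detection used donor plus acceptor beads, 10 µg/mL apiece, read by AlphaScreen after 30 min at room temperature.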
The depositor's hits bear a star; u = inconclusive; x = not tested or not shown; [ ] = dose if it differs, or a comment. Unless noted, calls come from the whole dose curve; as a rule, active = well fitted curve in the direction sought with a large enough effect; inconclusive = small, poorly fitted or top-dose-only effect, or another doubt; inactive = no such curve, though single readings can be large; an effect the other way counts as inactive or inconclusive. Unless noted, % is set by controls: 0 for no effect and ±100 for the full control effect. Hits appear at their usual frequency; 7.4% or so of the library scored in one or more.

Values run as follows: LmPK inhibitor	Sm TGR block	AmpC inh detg	AmpC no deterg	TbPYK inhibitor	HCMV antiviral	AMA1 RON2 block
Cc1ccc(Cl)cc1N1CCN(C(=O)c2ccc(CS(=O)(=O)c3ccc(Br)cc3)o2)CC1
  x	2%	-2%	x	1%	-68*	x
COc1ccc(OCCN(C)Cc2c(O)ccc3ccccc23)cc1
  1%	1.1µM*	0%	-36%	3%	-15	6%
COc1cccc2sc3cc(NCC[C@@H]4CCCN4C)ccc3c(=O)c12
  x	x	x	50%	2%	31	-12%
COc1ccc(OCCc2nnc(N)s2)cc1
  -1%	0%	-4%	-25%	-5%	34	-7%
CN(CC(=O)NCc1ccccn1)S(=O)(=O)c1ccc(F)cc1
  1%	-19%	8%	-6%	2%	-13	-5%
CN(C)c1ccc(NS(=O)(=O)c2ccc(-c3csnn3)cc2)cc1
  -2%	2%	4%	-45%	3%	-65*	u
Fc1cc(F)c(F)c(SCn2cc(Br)cn2)c1F
  x	-7%	0%	-6%	0%	-28	37%[activator]
O=C(N[C@@H](c1ccccc1)[C@@H]1C[C@H]1C(=O)O)OCc1ccccc1
  2%	3%	u	-17%	-11%	-21	-3%
COc1ccc(CC(=O)N/N=C(\C)c2cccnc2)cc1OC
  1%	0%	0%	-4%	1%	12	-13%
COP1(=O)C[C@@H](O)[C@@H](O)[C@@H](COCc2ccccc2)O1 (stereo partly specified)
  -1%	-7%	3%	-11%	-1%	-31	8%
CCc1ccc(-c2nc3c(c(SCc4ccccc4F)n2)Cc2c(CO)cnc(C)c2O3)cc1
  x	1%	0%	x	1%	2	x
Cc1ccccc1-n1ncc2c1CC(C)(C)CC2NC(=O)CCC1=NNC(=O)CC1 (stereo unspecified)
  -2%	0%	3%	3%	-9%	10	-1%
COCCNC(=O)C1Cc2cc(S(=O)(=O)N3CCCC3)ccc2N1C(C)=O (stereo unspecified)
  -11%	-8%	-5%	-6%	0%	-15	3%
O=C1NC(NS(=O)(=O)c2ccc(Cl)cc2)(C(F)(F)F)C(=O)N1CCc1ccccc1 (stereo unspecified)
  -1%	8%	0%	-17%	3%	-36	38%[activator]
CCCn1nnnc1SCC(=O)c1ccc(NC(C)=O)cc1
  5%	0%	-8%	5%	-4%	-8	1%
c1ccc(Nc2ccc(-n3ccnc3)nn2)cc1
  -3%	x	3%	-20%	1%	23	-7%
CCOC(=O)Cc1csc(NC(=O)Nc2ccc(OC(F)(F)F)cc2)n1
  0%	10%	-3%	-46%	3%	30	11%
CC(C)CNC(=O)CN(c1ccccc1)S(=O)(=O)c1ccccc1[N+](=O)[O-]
  0%	-4%	-11%	-19%	-6%	153	12%
COC(=O)c1cccc(CN2C(=O)SC(Nc3ccccc3C)C2=O)c1 (stereo unspecified)
  x	4%	16%	x	-12%	17	x
CN(C)CCCNCCCCNC(=O)/C=N/O
  1%	14%	-6%	0%	-1%	28	0%
Cc1ccc(CCNC(=O)c2ccc3nc(N4CCC(C)CC4)sc3c2)cc1
  x	10%	-1%	x	2%	10	x
C=CCN1C=C(C(C)=O)C(=O)CC1
  x	x	x	x	-3%	2	-19%
COc1ccc(N2C(=O)C3CCCN3C2c2ccc(C)o2)cc1Cl (stereo unspecified)
  9%	-21%	2%	14%	-5%	28	7%
CN(C)c1ccc(C(=O)N/N=C/c2cc(Br)cc(Br)c2O)cc1
  2%	0%	-6%	-38%	1%	-90*	-14%
COCc1cc(Sc2ccc(Cl)cc2)nc(-c2ccccc2)n1
  -5%	-25%	u	-14%	2%	-14	56%[activator]
O=C(Oc1ccc(C(=S)N2CCOCC2)cc1)c1cccc(Cl)c1
  -3%	-9%	-4%	9%	-13%	-1	-13%
CC(=O)N1c2ccc(S(=O)(=O)NCC3CCC(C(=O)NC4CCCCC4)CC3)cc2CC1C (stereo unspecified)
  1%	-5%	0%	56%	1%	-8	-12%
Cc1c(Nc2ncnc3c2cnn3-c2ccccc2)c(=O)n(-c2ccccc2)n1C
  -5%	3%	5%	0.14µM*	3%	24	-10%
CCOc1nc(-c2ccc(OC)cc2)ccc1-c1noc(C)n1
  -1%	12%	-2%	0%	-1%	10	8%
Cc1ccc(S(=O)(=O)N2[C@@H](c3ccccc3)C(C(=O)O)=CC[C@H]2c2ccc(Cl)cc2)cc1
  x	-5%	-11%	-24%	-5%	-5	34%[activator]
COc1cccc(N2CC(NC(=O)c3cccs3)CC2=O)c1 (stereo unspecified)
  x	10%	-6%	x	2%	25	x
CCCS(=O)(=O)NC(=O)C1(C)CCN(C(=O)c2cccc(OC(F)(F)F)c2)C1 (stereo unspecified)
  x	x	x	x	4%	53	21%
COc1ccc(CCNC(=O)COC(=O)c2ccc(OC)cc2OC)cc1
  x	-16%	u	-9%	4%	-5	-2%
CC(C)Cn1c(SCc2cccc(F)c2)nc2ccsc2c1=O
  x	2%	-9%	x	6%	-8	x
O=C(CN1CCN(c2ccccc2)CC1)Nc1c(C(=O)C2CC2)oc2ccccc12
  4%	3%	0%	-2%	4%	-12	-18%
Cc1cc(C)c(S(=O)(=O)N2CCOC2CNC(=O)C(=O)NCCCn2ccnc2)c(C)c1 (stereo unspecified)
  2%	-10%	2%	16%	3%	0	-12%
CCCn1c2ccccc2c2nnc(SC(CC)C(=O)Nc3cc(C)on3)nc21 (stereo unspecified)
  -5%	0%	0%	-25%	-7%	-3	-2%
Cc1nn(Cc2ccc(Cl)cc2)c(C)c1NC(=O)CCCn1nc(C)c([N+](=O)[O-])c1C
  4%	4%	4%	252%[activator]	-9%	-21	10%
COc1ccc(NC(=O)CN2CCN(c3ccccc3C)CC2)cc1
  1%	2%	u	12%	4%	27	-7%
Cc1ccc(C)c(S(=O)(=O)N2CC(=O)Nc3ccccc32)c1
  0%	-9%	-7%	-20%	0%	u	23%
Cc1ccc(CNC(=O)c2nnn(CC(=O)Nc3cccc(C)c3C)c2N)cc1
  -1%	-7%	-2%	-26%	-1%	-32	-11%
CCN(CC)CC(C)(C)COC(=O)c1oc2ccccc2c1C
  0%	-6%	2%	-7%	0%	-19	-4%
COc1ccc(NC(=O)c2cc(S(=O)(=O)N3CCCC3)cn2C)cc1Cl
  1%	-3%	-8%	-5%	2%	22	-1%
c1ccc(CCCCN2C(Nc3ccccc3)=NC[C@@H]2Cc2ccccc2)cc1
  x	-1%	-4%	14%	-5%	-4	6%
Cc1ccc(/C=C(\C#N)C(=O)Nc2cccc(Br)c2)o1
  x	9%	14%	x	5%	u	x
CCCOc1ccc(Cl)cc1/C=C1/C(=O)ON=C1C
  0%	14µM*	-12%	-11%	-18%	8	-14%
CCOc1ccc(CCNC(=O)CSCc2nc(-c3cccc(C)c3)oc2C)cc1OCC
  x	4%	-1%	x	0%	-24	x
Cc1ccc(S(=O)(=O)CCC(=O)Nc2nc3c(s2)CCCC3)cc1
  1%	-25%	1%	-28%	2%	90	-2%
CC(=NO)C1CCC2C3CCC4CC(=NO)CCC4(C)C3C(C)(O)CC12C (stereo unspecified)
  x	x	x	x	3%	-33	24%
CCCc1nc2ccc(Cl)cn2c1Cc1cccc(Cl)c1
  x	x	x	x	4%	12	-11%
O=C(O)C1C2C=CC(O2)C1C(=O)Nc1ccc2c(c1)OCCO2 (stereo unspecified)
  -2%	35µM*	u	-16%	x	x	x
CC(=O)NC(Cc1cc(C)ccc1C)C(=O)N1CCN(C(=O)c2ccccc2Br)CC1 (stereo unspecified)
  0%	6%	-4%	129%[activator]	2%	-33	-14%
Cc1onc(-c2ccc(Cl)cc2)c1-c1ccnc(SCC(=O)Nc2ccc(C(C)C)cc2)n1
  7%	23%	17%	-8%	4%	-18	-19%
CN(CCO)C(=O)c1nc[nH]c1C(=O)N1CCN(C(=O)OC(C)(C)C)CC1
  x	x	x	x	2%	3	-4%
CCCS(=O)(=O)NC(=O)C1(C)CCN(C(=O)COc2ccccc2)C1 (stereo unspecified)
  x	x	x	x	-3%	-32	7%
COC(=O)c1ccc(C2=NOC(C)(c3sc(-c4ccccc4)nc3C)C2)cc1 (stereo unspecified)
  4%	u	5%	13%	2%	23	-1%
CC(C)CN1CCCC(N2CCN(c3cccc(Cl)c3)CC2)C1 (stereo unspecified)
  4%	9%	2%	31%	-1%	u	9%
O=S1(=O)CC(N2CCN(CCO)CC2)CN1C1CCCCC1 (stereo unspecified)
  x	x	x	x	1%	4	9%
COc1cc(Cl)c(C)cc1NC(=O)CN1CCN(C(=O)C2CC2)CC1
  x	-5%	5%	102%[activator]	-4%	x	-1%
CC(C)C(=O)N(Nc1nc2ccccc2s1)C(=O)C(C)C
  1%	4%	-15%	-19%	-7%	7	-6%

More records follow:
Values run as follows: LmPK inhibitor	Sm TGR block	AmpC inh detg	AmpC no deterg	TbPYK inhibitor	HCMV antiviral	AMA1 RON2 block
COc1ccc(CNC(=O)COC(=O)c2c(C)nn(-c3ccccc3)c2C)cc1OC
  x	0%	-10%	69%[activator]	-2%	-6	6%
C=CCNC(=S)NNC(=O)c1ccc(C)c(Cl)c1
  4%	x	6%	-16%	-7%	22	75%[activator]
O=C(c1ccc(=O)[nH]c1)N(Cc1cccs1)C1(C(=O)NC2CCCC2)CCCCC1
  0%	1%	-5%	-3%	-15%	u	-10%
CC1Cc2ccccc2N1C(=O)CSc1nc2ccccc2o1 (stereo unspecified)
  -1%	5%	-11%	-22%	8%	12	1%
Cc1nc2sc3c(c2c(=O)o1)CC(C)(C)OC3
  2%	-1%	3%	-11%	1%	24	-9%
CCOC(=O)N1CCN(C(=O)c2cccn3c(=O)c4sccc4nc23)CC1
  0%	-9%	2%	-3%	2%	37	1%

One compound at a time (already shown). Values in the order: LmPK inhibitor | Sm TGR block | AmpC inh detg | AmpC no deterg | TbPYK inhibitor | HCMV antiviral | AMA1 RON2 block
`COc1ccc(CNC(=O)COC(=O)c2c(C)nn(-c3ccccc3)c2C)cc1OC` is listed as x | 0% | -10% | 69%[activator] | -2% | -6 | 6%
`C=CCNC(=S)NNC(=O)c1ccc(C)c(Cl)c1` is listed as 4% | x | 6% | -16% | -7% | 22 | 75%[activator]
`O=C(c1ccc(=O)[nH]c1)N(Cc1cccs1)C1(C(=O)NC2CCCC2)CCCCC1` is listed as 0% | 1% | -5% | -3% | -15% | u | -10%

Screening data (PubChem BioAssay)
